# Screening results deposited in PubChem by Sanford-Burnham Center for Chemical Genomics.
# UPR XBP1 act: activators of adaptive arm of unfolded protein response (XBP1); CHO-XBP1 luciferase reporter, IRE1-XBP1 UPR activation, luminescence; percent of tunicamycin response, DMSO as zero; activation, % at 20 µM; actives 0.33% (n = 330,000); AID 463104;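 active means versus positive control, 20 µM dose yields 30% or more activation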;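 further: 100% = tunicamycin at 10 µg/mL and 0% = DMSO only wells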
#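 assay system = CHO-XBP1 luciferase reporter cells | amount = 1000 cells/well | buffer or medium = F12 plus 10% FBS | compound dosing = single point, 20 µM final compound, 1% DMSO | incubation = 16-18 h cell attachment at 37 °C, then 6 h compound exposure | detection = Steady-Glo luminescence read | controls = tunicamycin 10 µg/mL and vehicle-only wells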
# APJ antag: blocks the human apelin receptor APJ | P35414 | CHO-K1 APJ beta-arrestin complementation, luminescence | inhibition, % at 20 µM | actives 0.32% (n = 330,000) | AID 2521;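 active means inhibition above about 40% at 20 µM, limit read from the data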;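 further: cells challenged with 10 nM apelin-13 agonist together with compound; plate controls were apelin-13 plus DMSO wells for no effect and DMSO wells lacking apelin-13 for full effect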
# tim10-1 inh: tim10-1 yeast growth inhibition | S. cerevisiae tim10-1 ts strain growth, BacTiter-Glo, 24 h | inhibition, % at 20 µM | actives 2.2% (n = 330,000) | AID 463190;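 active means inhibition of at least 40%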;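 further: mutant grown at 25 °C; 0% = DMSO wells with yeast and 100% = wells holding no yeast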
# tim23-1 inh: tim23-1 yeast growth inhibition; S. cerevisiae tim23-1 growth, BacTiter-Glo luminescence, 24 h; inhibition, % at 20 µM; actives 1.3% (n = 330,000);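 active means growth inhibition of the mutant yeast at or above 50%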;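 further: temperature-sensitive mutant grown at 25 °C; plate controls were DMSO-treated mutant yeast for no effect and medium wells lacking yeast for full effect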
# APJ ag: agonists of human APJ apelin receptor | P35414 | AID 2520 | activation, % at 20 µM | CHO-K1 APJ PathHunter beta-arrestin, luminescence; 0% DMSO wells, 100% apelin | actives 0.11% (n = 330,000);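 active means activation more than six SD over the plate average, tested at 20 µM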;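 further: 0% = DMSO alone and 100% = apelin-13 at 10 nM; some results filed as inactive read as strong as hits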
#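 Assay system: engineered CHO-K1 APJ arrestin reporter cells; Amount: 1000 CHO-K1 reporter cells seeded per well; Dosing: one dose, 20 µM compound, 1% DMSO; Times: compound stimulation 90 min at 25 °C, detection 60 min; Measured by: luminescent beta-gal fragment complementation, chemiluminescent substrate; Read-out: APJ–arrestin association signal; Controls: DMSO vs Apelin-13 10 nM.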
# TIM10 inh: TIM10 yeast growth inhibition | S. cerevisiae TIM10 strain growth, BacTiter-Glo luminescence, 24 h | actives 1.4% (n = 330,000) | inhibition, % at 10 µM;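 active means inhibition of 40% or more at the single tested concentration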;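 further: wild-type TIM10 isogenic control strain grown at permissive 25 °C; 0% = DMSO yeast wells and 100% = minimal medium wells without yeast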
# CHOP UPR activ: activators of apoptotic arm of unfolded protein response (CHOP) | activation, % at 10 µM | actives 0.34% (n = 330,000) | CHO-CHOP luciferase reporter, UPR activation, luminescence; percent of tunicamycin response over DMSO baseline;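 active means at 10 µM dose, activation of 40% or more, normalized to positive control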;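 further: 100% = tunicamycin at 10 µg/mL and 0% = DMSO alone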
#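 assay system = CHO CHOP reporter cells | amount = 500 CHO-CHOP cells per well | buffer or medium = F12 with 10% FBS | incubation = 16-18 h cell attachment, then 6 h compound exposure, 37 °C | detection = luminescence read with Steady-Glo | read-out = percent activation relative to tunicamycin control | controls = tunicamycin high control, DMSO low control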
# Mdm2-MdmX inh: disrupts the human Mdm2-MdmX interaction; SaOS-2 split-luciferase Mdm2/MdmX complementation, luminescence; inhibition, % at 8 µM; AID 485346; actives 3% (n = 330,000); O15151+Q00987;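 active means inhibition of at least 50% at 8 µM in the primary screen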
# Target sequence (O15151 whole entry, looked up): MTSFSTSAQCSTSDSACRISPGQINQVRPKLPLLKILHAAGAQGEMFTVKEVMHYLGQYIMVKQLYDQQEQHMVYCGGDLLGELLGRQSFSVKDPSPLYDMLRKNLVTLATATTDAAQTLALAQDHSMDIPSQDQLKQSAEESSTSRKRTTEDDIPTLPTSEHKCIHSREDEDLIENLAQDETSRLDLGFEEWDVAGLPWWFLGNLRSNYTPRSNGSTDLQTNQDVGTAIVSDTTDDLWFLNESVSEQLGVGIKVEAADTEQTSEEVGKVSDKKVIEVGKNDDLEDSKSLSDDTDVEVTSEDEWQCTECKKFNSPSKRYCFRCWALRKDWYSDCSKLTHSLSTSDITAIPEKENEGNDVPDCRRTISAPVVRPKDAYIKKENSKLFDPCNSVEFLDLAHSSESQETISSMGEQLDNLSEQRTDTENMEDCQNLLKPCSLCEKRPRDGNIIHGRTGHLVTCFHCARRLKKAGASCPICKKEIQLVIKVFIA
# Target sequence (Q00987 whole entry, looked up): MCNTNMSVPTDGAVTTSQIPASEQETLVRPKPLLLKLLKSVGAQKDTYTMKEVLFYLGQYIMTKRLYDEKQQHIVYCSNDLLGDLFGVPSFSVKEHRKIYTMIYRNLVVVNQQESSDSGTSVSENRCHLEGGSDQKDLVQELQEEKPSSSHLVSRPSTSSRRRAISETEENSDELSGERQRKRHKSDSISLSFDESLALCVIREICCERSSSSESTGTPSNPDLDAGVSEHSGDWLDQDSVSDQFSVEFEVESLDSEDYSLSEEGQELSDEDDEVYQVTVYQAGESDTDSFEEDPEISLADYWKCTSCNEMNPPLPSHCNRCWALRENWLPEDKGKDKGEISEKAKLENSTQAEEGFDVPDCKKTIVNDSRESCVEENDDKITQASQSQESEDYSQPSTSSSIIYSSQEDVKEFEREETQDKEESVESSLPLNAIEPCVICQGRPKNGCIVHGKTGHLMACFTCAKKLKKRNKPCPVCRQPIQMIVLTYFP
# CXCR6 inh: CXCR6 (human) receptor inhibition; O00574; CHO-K1 PathHunter CXCR6 beta-arrestin, luminescence; inhibition, % at 20 µM; actives 0.36% (n = 360,000); AID 602244; in the data active means inhibition above about 34%, passing the limit was not always enough;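 further: antagonist mode with CXCL16 agonist at 10 nM final; 0% = 10 nM CXCL16 with DMSO and 100% = unstimulated wells without agonist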
# Starred values were filed as active, the others as inactive; . = not tested or not shown. Only part of the results is shown; the hit share may differ from the screen's.
SMILES,UPR XBP1 act,APJ antag,tim10-1 inh,tim23-1 inh,APJ ag,TIM10 inh,CHOP UPR activ,Mdm2-MdmX inh,CXCR6 inh
CC(=O)Oc1ccc(-c2ccc(C(=O)Nc3cccc(S(=O)(=O)N4CCOCC4)c3)cc2)cc1,1,-15,14,-4,-1,17,2.8,66*,1
Cc1c(S(=O)(=O)N2CC(C)CC(C)C2)c(=O)n(C)c(=O)n1C (stereo unspecified),-2,9,3,12,8,3,2.6,18,-1
COc1cccc(CNc2nnnn2C)c1OC,-5,16,8,7,0,-6,1.7,2,-1
CCOc1ccc(NC(=O)CN2C(=O)COc3ccccc32)cc1,-2,8,-34,10,-1,-7,1.7,-26,0
Cc1cccc(OCCCC(=O)NCc2ccco2)c1,-2,8,14,14,1,-17,-1.6,2,-4
Cc1n[nH]c(=O)nc1Nc1ccc(O)cc1,-3,-16,8,5,-2,3,0.2,-7,-6
Cc1ccc(C(=O)Nc2nc(N)n(-c3ccccc3)n2)cc1,-1,25,-21,1,0,-7,1.4,-4,0
COC(=O)CNC(=O)CSc1nnc2cc(C)c3ccccc3n12,-2,4,9,7,-2,8,-1.2,6,6
COc1cc(NC(=O)c2cc([N+](=O)[O-])ccc2NC(=O)CNCc2ccccn2)cc(OC)c1,-4,18,-19,0,1,8,1.0,4,2
Cc1ccnc(NC(=O)c2ccc(COc3c(F)c(F)cc(F)c3F)o2)c1,0,-1,-2,10,-2,-13,-1.0,-3,14
O=C1c2ccccc2C(=O)N1CCSc1nncs1,0,20,-4,21,-1,5,1.0,33,-8
CC(C)(C)OC(=O)NC1CC2CCCC(C1)N2Cc1ccccc1 (stereo unspecified),-2,5,-30,-2,-2,-17,2.0,14,-1
CCN1C(=O)C(CC(=O)Nc2ccc(C)cc2C)Nc2cc(S(=O)(=O)N(C)C)ccc21 (stereo unspecified),1,0,14,16,-2,6,1.8,8,-2
CC(=O)Nc1nc(-c2ccc([N+](=O)[O-])cc2)cs1,0,-3,-7,-4,-4,8,11,8,1
O=C(c1ccco1)N1CCc2[nH]nc(-c3ccccc3)c2C1,2,3,25,14,-1,-1,1.5,-8,4
COC(=O)C1=C(C(=O)OC)[C@@H]2N(C)c3ccccc3[C@@]23C[C@@H](C(=O)OC)N=C3N1,-2,26,-3,-2,-3,4,1.4,4,-5
Cc1cc(NC(=O)c2cc(C3CC3)on2)no1,2,8,3,9,0,12,1.5,-49,-7
O=c1[nH]c(N2CCOCC2)cc2ccccc12,-1,-67,6,-5,2,3,-1.4,-5,-4
C=CCC[C@H](Cc1ccc(F)cc1)C(=O)OC[C@@H](Cc1c[nH]c2ccccc12)NC(=O)[C@@H](CC=C)CC(=O)N[C@@H](CO)Cc1ccccc1,6,-15,13,23,6,1,11,45,9
O=C1Nc2ccccc2O/C1=C\c1ccccc1Br,-1,12,-8,2,-3,15,1.6,30,5
Cc1cc(NC(=O)Nc2ccc(Cl)cc2)n(-c2ccccc2)n1,-1,8,8,9,3,7,1.4,-16,-2
Cc1ccc2c(c1)COc1c3ccc(C(=O)N[C@@H](CO)C(C)C)cc3nn1-2,0,-3,21,20,-3,12,0.8,-72,2
CCOC(=O)c1cc(C#N)c(Oc2ccc(F)cc2)nc1-c1ccccc1,-3,16,28,30,-3,19,-2.4,-4,13
CC1CC(=O)c2c(cc3c(-c4c(O)cc(O)c5c(O)c6c(cc45)OC(C)CC6=O)c(O)cc(O)c3c2O)O1 (stereo unspecified),14,-114,12,22,-7,-3,10,100*,4
CCOc1ccc(-c2ccc(SC)nn2)cc1,-5,-23,6,21,3,-3,-8.1,21,-8

# The closing four entries of the section before lead into the next.
SMILES,UPR XBP1 act,APJ antag,tim10-1 inh,tim23-1 inh,APJ ag,TIM10 inh,CHOP UPR activ,Mdm2-MdmX inh,CXCR6 inh
Cc1ccc2c(c1)COc1c3ccc(C(=O)N[C@@H](CO)C(C)C)cc3nn1-2,0,-3,21,20,-3,12,0.8,-72,2
CCOC(=O)c1cc(C#N)c(Oc2ccc(F)cc2)nc1-c1ccccc1,-3,16,28,30,-3,19,-2.4,-4,13
CC1CC(=O)c2c(cc3c(-c4c(O)cc(O)c5c(O)c6c(cc45)OC(C)CC6=O)c(O)cc(O)c3c2O)O1 (stereo unspecified),14,-114,12,22,-7,-3,10,100*,4
CCOc1ccc(-c2ccc(SC)nn2)cc1,-5,-23,6,21,3,-3,-8.1,21,-8
CC(CNC(=O)COC(=O)c1ccco1)c1ccccc1 (stereo unspecified),-3,-3,11,13,-1,-4,-0.1,1,-2
Cc1nn2c(N)c(C#N)cnc2c1-c1ccccc1,10,-3,4,-1,3,-5,2.2,10,-2
COc1cc(C(=O)Nc2ccc(S(=O)(=O)Nc3cc(C)on3)cc2)cc(OC)c1OC,-1,3,13,4,-2,1,1.2,13,8
O=C(O)c1ccc2c3c(cccc13)C(=O)N(c1ccccc1)C2=O,-3,-33,7,11,-2,-1,-2.1,-10,1
Cc1nnc(SCC(=O)NNC(=O)c2ccccc2)n1Cc1ccccc1,-1,10,-7,0,-2,-9,0.1,11,-9
OC(CCN1CCOCC1)(c1ccc(Cl)cc1)C1CCCCC1 (stereo unspecified),-1,8,5,12,0,15,-0.6,-21,5
CC(C)c1nc(Cl)c(C#N)c2c1CCCC2,0,5,7,5,-4,-5,0.2,14,4
Cc1csc(C(=O)O)c1NC(=O)c1c(Cl)cccc1Cl,-3,10,-3,-3,-2,13,2.2,0,10
CCCN(CCC)CCNS(=O)(=O)c1ccc2c(c1)CCN2C(=O)C1CCC1,-2,-14,9,13,2,10,1.6,12,1
c1nc(CCO[C@H]2CCCCO2)cc2cc3c(cc12)OCO3,-9,3,10,23,-5,4,-6.4,56*,2
Nn1c(SCc2ccc(Br)cc2)nnc1-c1ccncc1,6,14,-16,15,-3,7,-1.1,11,2
Cc1ccc(O)c(C(=O)c2cc(C#N)c(=O)n(C(C)c3ccccc3)c2)c1 (stereo unspecified),-3,-7,1,-16,0,6,-0.4,3,-4
CCN(c1ccccc1)S(=O)(=O)c1cccc(C(=O)NCCN2CCOCC2)c1,-2,0,0,2,-3,13,0.0,0,-2
COc1ccc(CCN2CC(C(=O)OCC(=O)Nc3c(C)nn(-c4ccccc4)c3C)CC2=O)cc1OC (stereo unspecified),0,16,7,2,-8,14,-1.3,15,6
Cc1nn2c(-n3ccnc3C)c3c(nc2c1-c1ccccc1)CCC3,-2,-23,35,22,-2,11,0.3,-3,-4
Cc1cccc(C(C)C)c1NC(=O)c1ccc(CN(c2ccccc2)S(=O)(=O)c2ccccc2)cc1,-2,0,11,4,-3,-9,-1.2,37,-6
COc1cccc(Nc2ccc(C(=O)O)cc2N)c1,0,-1,18,11,2,-5,-1.2,-15,-10
CN(C)S(=O)(=O)c1cccc(C(=O)Nc2ccccc2N2CCCCC2)c1,3,3,17,36,-3,31,1.2,-13,-2
Cc1cc(C)c2nc(NC(=O)c3ccco3)sc2c1,-8,-6,29,20,-5,-6,1.0,-81,-4
CC(NC(=O)COC(=O)CSCc1ccccc1)c1ccccc1 (stereo unspecified),-1,14,4,-1,-4,-7,1.3,13,2
Cc1onc(-c2ccccc2Cl)c1C(=O)Nc1nn[nH]n1,1,-10,-6,-9,-5,-9,0.8,-3,2
O=C(Nc1cccc(-c2nc3ncccc3o2)c1)c1ccco1,1,-13,3,5,2,13,0.4,21,-7
CCOC(=O)C1=C(CSc2nc3c(cc2C#N)CN(C)CC3)OC(N)=C(C#N)C1c1ccncc1 (stereo unspecified),-2,-21,0,12,2,0,-2.0,5,-6
Cn1c(=O)[nH]c2c(nc(-c3ccc(Cl)cc3)n2C)c1=O,-3,12,0,-1,-3,3,1.9,18,6
COC(=O)C(NS(=O)(=O)c1ccc(N2CCCC2=O)cc1)c1ccccc1 (stereo unspecified),-2,1,-7,2,-4,5,0.3,-9,-4
# (continued)
SMILES,UPR XBP1 act,APJ antag,tim10-1 inh,tim23-1 inh,APJ ag,TIM10 inh,CHOP UPR activ,Mdm2-MdmX inh,CXCR6 inh
CCCCn1nc(C(=O)NCC(=O)Nc2c(C)cccc2C)c2ccccc2c1=O,-2,2,0,0,-3,1,-0.9,18,-1
CCN(CC)CCCn1c(=S)[nH]c2cc(C(=O)OC)ccc2c1=O,-2,-8,5,-10,-4,-13,1.0,-3,2
O=C(O)/C=C/C(=O)Nc1ccc(NC(=O)c2ccccc2)c(Cl)c1,0,-5,5,6,-1,6,-0.8,10,-2
COc1ccccc1C(=O)NC(=S)Nc1ccc(S(=O)(=O)N2CCN(C)CC2)cc1,0,18,31,40,0,21,0.2,-12,9
O=C(Cc1cn2ccsc2n1)NCCc1ccc(F)cc1,1,-16,2,-4,-3,6,-0.3,10,-1
CCOc1nc(C)cc(C)c1S(=O)(=O)c1cccc(Cl)c1,-1,9,15,12,-6,-19,-2.3,31,-6
CCOc1ccc(NC(=O)COc2ccc(S(=O)(=O)N3CCOCC3)cc2)cc1,-1,2,12,4,-2,4,-1.1,2,0
Cc1nc(-c2ccc(-c3ccon3)s2)no1,1,-2,-1,14,1,-12,2.0,5,-2
CC(NC(=O)c1c(Cl)cnn1C)C1CCCO1 (stereo unspecified),3,12,-1,13,-3,-1,-0.4,11,-1
O=C1c2ccccc2CN1CCSC(=S)N1CCOCC1,1,0,-2,8,-6,4,5.0,-98,1
CC1CCN(CC(=O)Nc2ccccc2C(=O)c2ccccc2)CC1,-2,17,9,-4,-1,-16,1.2,-19,-1
O=c1nc(SCc2ccccc2Cl)nc(-c2ccc(Cl)cc2)[nH]1,-1,2,24,23,-1,13,-1.9,8,6
CCc1ccc(-c2cn(C3CCCCC3)c(=S)[nH]2)cc1,-1,0,45*,46,1,53*,0.9,6,-1
Cc1cccnc1NC(=O)c1cccc(S(=O)(=O)N2CCCC2)c1,-3,14,-9,3,8,-4,3.6,-10,4
O=C(O)CSc1nnc(-c2ccncc2)n1C1CCCCC1,0,2,3,20,-1,-2,-1.5,5,-10
O=C(Nc1nnc(SCc2ccccc2)s1)c1ccco1,1,5,12,14,-5,22,3.8,-5,-4
O=C(CSc1nc2ccccc2c(=O)n1-c1ccc(F)cc1F)c1c[nH]c2ccccc12,-2,-1,15,9,-3,11,0.1,33,-2
CCn1cc(Cl)c(C(=O)NNC(=O)CCn2ccc([N+](=O)[O-])n2)n1,-4,3,-1,7,-2,0,-0.8,11,-2
COc1ccc(-c2nnc(SCC(N)=O)n2N)cc1,-1,-21,-16,-12,-3,-18,0.8,9,3
CC1CCCN(C(=O)c2cc(N3C(=O)C4C5CCC(C5)C4C3=O)ccc2Cl)C1 (stereo unspecified),-3,-18,26,14,-5,-1,-0.7,-3,.
